Growth percent in the NCI-60 one-dose screen (48 h, 10 µM unless noted): 100 = growth as untreated, 0 = no growth, -100 = all killed.
HCC-2998 = HCC-2998 colon cancer | 4.7% of 79,000 active | AID 1794799
SNB-75 = SNB-75 CNS cancer; 5% of 79,000 active
SNB-19 = SNB-19 CNS cancer cells; 2.5% of 81,000 active
SW-620 = SW-620 colon cancer | 5.2% of 82,000 active
SF-539 = SF-539 CNS cancer; 6.8% of 81,000 active
HCT-15 = HCT-15 colon cancer. AID 1794746. 5.2% of 82,000 active
SF-295 = SF-295 CNS cancer cells; 5.6% of 79,000 active
HCT-116 = HCT-116 colon cancer; 7.3% of 82,000 active; AID 1794798
KM12 = KM12 colon cancer cells; 5% of 82,000 active
Active calls of the source: *; nt = not tested or not shown. The calls were made as follows: active = growth percent below 10; inactive = the rest.

#	smiles	HCC-2998	SNB-75	SNB-19	SW-620	SF-539	HCT-15	SF-295	HCT-116	KM12
1	Cn1c(=O)c2[nH]c(SCCN)nc2n(C)c1=S	101	91	100	96	103	89	102	109	100
2	CCSc1ncc(CO)c(N)n1	115	99	nt	99	108	114	98	97	109
3	O=C(CN1CCN(c2cc3c(cc2F)c(=O)c(C(=O)O)cn3C2CC2)CC1)N/N=C/c1ccccc1C(F)(F)F	100	70	84	99	78	86	92	92	89
4	O=c1[nH]cnc2c1C(c1ccc(F)cc1)c1sc3c(F)cccc3c1O2 (stereo not given)	91	90	95	95	95	87	100	98	84
5	CCCCSc1nc(NC2CC2)c(C#N)c(-c2ccccc2)n1	110	88	70	102	72	102	78	85	100
6	O=C1c2cc(F)ccc2Oc2cc([N+](=O)[O-])ccc2N1c1ccc(F)cc1F	119	70	100	93	101	96	102	85	100
7	CCCCCCCCCCCCCCCCCCNC(=O)[C@H]1CSC(c2ccc(F)c(OC)c2)N1 (stereo not given in full)	-91*	nt	-40*	-74*	-62*	6.5*	31	-85*	-72*
8	CCN(C(=O)N1CCN(c2cc3c(cc2F)c(=O)c(C(=O)O)cn3C2CC2)CC1)c1nc(-c2ccc(OC)cc2)cs1	43	51	51	40	29	21	32	22	44
9	[O-][n+]1ccccc1CCN(O)CCc1cccc[n+]1[O-]	109	85	102	102	87	99	103	95	104
10	Cn1c(=O)c2c(nc(C3CC4C5CCC(C5)C4C3)n2C)n(C)c1=O (stereo not given)	111	91	103	89	105	106	90	110	115
11	CCN1CCN(c2nc(NCCNc3ccnc4cc(Cl)ccc34)c3ccccc3n2)CC1	36	45	14	1.4*	-71*	7.1*	-42*	1.4*	7.6*
12	O=C(CSc1nc2ccccc2o1)N1c2ccccc2Sc2ccccc21	111	67	90	92	98	50	95	54	92
13	Cc1ccc(S(=O)(=O)NCCSc2nc(-c3ccc(F)cc3)c(C#N)c(=O)[nH]2)cc1	104	nt	103	98	105	111	98	102	104
14	O=C(N/N=C\c1cc(=O)[nH]c(=O)[nH]1)c1ccncc1	99	85	98	108	nt	106	109	110	106
15	CC(O)CN (stereo not given)	110	97	99	102	89	92	nt	106	106
16	COc1ccc(C(=O)OCOC(=O)c2ccc(OC)cc2)cc1	96	107	104	103	99	114	106	99	103
17	CN(C)CCCN(Cc1ccccc1O)C(=O)Nc1ccc(F)cc1	100	66	103	98	94	99	90	105	92
18	Cc1cccc(C)[n+]1[O-]	90	109	94	101	98	106	96	99	105
19	C[C@H]1C[C@H]2[C@@H]3CC[C@H]4C[C@@H](O)CC[C@]4(C)[C@H]3CC[C@]2(C)OC1=O	116	83	100	104	97	96	106	90	107
20	CCOC(=O)c1ccc(NC(=S)NC(=O)c2ccc(NC(=O)C(C)C)cc2)cc1	101	107	86	100	93	86	85	87	97
21	CCN(C(=O)C(Cl)Cl)c1ccccc1	99	92	98	100	103	101	104	102	99
22	CC(=O)OCCOc1ccc(C(C)(C)C)cc1	112	92	97	116	100	103	95	104	101
23	CC(C)[C@@]12C[C@@H](OC(=O)[C@H]3CO3)[C@@](C)(O1)[C@@H]1CC[C@@H](C)[C@H]1[C@@H]2OC(=O)/C=C/c1ccccc1	105	71	87	95	91	56	85	66	103
24	Cc1ccc(-c2nc3sc(C)nn3c2-c2nc3ccc(Cl)cc3[nH]2)cc1	124	97	98	99	90	76	nt	78	96
25	Nc1nc2c(c(=O)[nH]1)NC(=N[C@@H](Cc1ccccc1)C(=O)O)CN2	106	84	102	106	98	111	102	98	104
26	CC(c1ccc2ccccc2c1)c1ccccc1C(=O)O (stereo not given)	99	90	106	107	99	107	104	121	110
27	C1CCC(=NN=C2CCCCC2)CC1	nt	97	96	100	102	101	nt	103	103
28	CCOc1ccc(C2=CC(=O)C=CC2=O)cc1	110	84	98	109	92	96	108	95	96
29	Nc1nonc1-c1nc2ccccc2n1Cc1ccncc1	108	78	88	107	97	99	94	96	93
30	CNCc1cccc(OC)c1OC	111	110	112	113	107	109	120	105	119
31	CN(C)CCCOc1c2ccccc2nc2c1oc1ccc(Cl)cc12	11	5.6*	16	-3.7*	6.9*	-21*	5.0*	11	1.6*
32	CSc1nc(Cl)c(Br)c(Cl)n1	102	94	106	98	98	95	93	92	85
33	C=CCOc1ccc(NC(C)=O)cc1	99	95	105	104	107	112	97	107	105
34	COc1ccc(OC)c(Nc2nnc(-c3ccc(O)cc3)o2)c1	103	49	86	105	59	91	107	102	58
35	Brc1ccc[n+](Cc2ccccc2)c1	111	99	102	115	103	99	112	105	106
36	COc1cc(OC)c2c(c1)O[C@@]1(OC)[C@H](c3ccccc3)C[C@@H](O)[C@@]21O	112	104	103	100	111	98	98	92	93
37	Nc1ccc2c(c1)[nH]c(=O)c1ccccc12	99	101	102	98	81	86	106	90	100
38	COc1cc(Cn2c(C(F)(F)F)cc3c(Cl)ncnc32)ccn1	-96*	-61*	-8.6*	4.9*	60	-48*	95	-23*	31
39	O=C(NC1CCCCC1)c1csnn1	108	102	103	103	99	106	98	105	104
40	CC(C)(C)OC(=O)N1CCN(c2nc3ccccc3c3c(=O)c4cc(F)ccc4sc23)CC1	115	76	95	101	96	98	101	90	98
41	O=C(Nc1nc2ccc(NS(=O)(=O)c3cccs3)cc2s1)c1ccco1	109	90	99	111	100	93	100	101	100
42	COc1ccc2[nH]c3c(=O)[nH]ncc3c2c1	105	60	106	100	99	103	99	97	101
43	Cc1cccc2c1S/C(=C/c1ccc(Cl)cc1)C2=O	116	69	91	95	97	92	100	94	97
44	NC(N)=N/N=C(/c1ccccc1)c1ccc(Cl)cc1	nt	56	64	48	93	57	nt	25	28
45	COc1cc(-n2c(C)nc3ncn(-c4ccccc4)c3c2=O)cc(OC)c1OC	104	90	106	108	106	104	92	108	108
46	CCOC(=O)Cc1cnn(C)c1-n1nnc2ccccc2c1=O	104	77	nt	107	100	107	94	103	112
47	CC1(C)COCCN1CC(O)c1ccc(Br)cc1 (stereo not given)	110	90	113	88	103	99	99	102	117
48	C[C@@H]1CCCN1Cc1nc2ccc(NC(=O)c3ccc4c(cnn4C)c3)cc2[nH]1	105	107	100	108	100	102	99	107	102
49	O=C(OCCCCCCOC(=O)c1cccc2c(=O)c3ccccc3[nH]c12)c1cccc2c(=O)c3ccccc3[nH]c12	109	102	101	95	99	104	99	103	107
50	O=C1c2c(c(=O)[nH]c3ccccc23)CN1Cc1ccccc1	99	91	100	113	97	107	99	98	98
51	c1cnc2[nH]cc(-c3ccc(-c4c[nH]c5ncccc45)[nH]3)c2c1	101	53	105	92	61	88	103	70	80
52	CC#C[C@]1(O)CCC2C3CCC4=CC(=O)CCC4=C3[C@@H](c3ccc(N(C)C)cc3)C[C@@]21C (stereo not given in full)	89	34	83	61	71	37	33	53	67
53	Nc1nc2c3ccncc3cc(-c3cccc(Cl)c3)c2c2cnccc12	75	57	51	37	30	29	31	6.0*	46
54	COc1cc(C(=O)Nc2nc3c(cc4c5c(cccc53)CC4)s2)cc(OC)c1OC	99	75	83	93	98	85	44	85	101
55	O=C(CSc1nnc2n3c(nn12)SCC(c1ccccc1)=N3)c1ccc(Br)cc1	111	94	98	100	101	106	108	105	106
56	N#Cc1c(N)nc2c(-c3nc4ccccc4s3)c(Nc3ccccc3)sc2c1N	96	89	96	100	108	103	102	95	94
57	COc1ccc(-c2nnc(NC(=O)CN3CCN(c4cc5c(cc4F)c(=O)c(C(=O)O)cn5C4CC4)CC3)s2)cc1OC	100	91	96	105	97	103	103	103	98
58	Cc1nc2ccccc2c2[nH]n(-c3ccc(C#N)cc3)c(=O)c12	108	102	98	101	90	92	99	92	106
59	C#CCOc1ccccc1C(Nc1ccc(F)cc1)c1nnnn1C1CCCCC1 (stereo not given)	108	95	96	101	96	93	89	70	89
60	Cn1c(-c2ccccc2)cs/c1=N\S(=O)(=O)c1ccc(NNc2c3ccccc3nc3ccccc23)cc1	105	98	92	89	102	96	94	84	90

Reprinted from the part before: 6 entries, then new ones.
#	smiles	HCC-2998	SNB-75	SNB-19	SW-620	SF-539	HCT-15	SF-295	HCT-116	KM12
55	O=C(CSc1nnc2n3c(nn12)SCC(c1ccccc1)=N3)c1ccc(Br)cc1	111	94	98	100	101	106	108	105	106
56	N#Cc1c(N)nc2c(-c3nc4ccccc4s3)c(Nc3ccccc3)sc2c1N	96	89	96	100	108	103	102	95	94
57	COc1ccc(-c2nnc(NC(=O)CN3CCN(c4cc5c(cc4F)c(=O)c(C(=O)O)cn5C4CC4)CC3)s2)cc1OC	100	91	96	105	97	103	103	103	98
58	Cc1nc2ccccc2c2[nH]n(-c3ccc(C#N)cc3)c(=O)c12	108	102	98	101	90	92	99	92	106
59	C#CCOc1ccccc1C(Nc1ccc(F)cc1)c1nnnn1C1CCCCC1 (stereo not given)	108	95	96	101	96	93	89	70	89
60	Cn1c(-c2ccccc2)cs/c1=N\S(=O)(=O)c1ccc(NNc2c3ccccc3nc3ccccc23)cc1	105	98	92	89	102	96	94	84	90
61	CCCCn1c(=O)c(/C=C/c2cc(/C=C/c3cc4cc(C)ccc4n(CCCC)c3=O)[nH]n2)cc2cc(C)ccc21	123	98	108	108	77	100	95	99	104
62	Cc1c(C)c2ccc(O)c(NC(=O)Nc3ccccc3)c2oc1=O	106	79	104	106	117	96	97	103	98
63	CCCCCCCCCC(=O)OCCCC(CCC(C)OC(=O)CCCCCCCCC)OC(=O)CCCCCCCCC (stereo not given)	100	93	103	107	104	106	108	92	103
64	COc1cc(OC)c(OC)cc1/C=C/C(=O)c1cccc(B(O)O)c1	87	87	107	92	97	64	94	79	84
65	Clc1ccccc1/C=C/c1nn2c(-c3ccncc3)nnc2s1	101	105	100	108	98	96	98	96	110
66	CSc1cc(C(=O)O)nc(SC)n1	98	95	102	99	95	97	95	103	104
67	Cc1ccc(C)c(NC(=O)c2sc3c(=O)[nH]cnc3c2C)c1	88	81	92	43	94	50	73	68	46
68	C=C(C)[C@@H]1CC[C@]2(C#N)CC[C@]3(C)[C@H](CC[C@@H]4[C@@]5(C)CCC(=O)NC(C)(C)[C@@H]5CC[C@]43C)[C@@H]12	113	99	95	112	109	107	96	92	102
69	O=C(OC1C2C=CC1C1C(=O)NC21)c1ccccc1 (stereo not given)	110	104	112	111	120	112	122	111	105
70	CSC1=NCCN1	98	97	98	100	96	104	104	107	102
71	COc1ccc(-c2ccc(COc3ccc(CC4SC(=O)NC4=O)cc3)cc2)cc1 (stereo not given)	91	83	84	87	81	60	82	65	72
72	CCOC(=O)CC1CSC(N/N=C(/C)c2cccc(C(F)(F)F)c2)=N1 (stereo not given)	101	98	106	104	103	94	94	97	98

Screen by screen, quoted from above.
Entries 61–72 in SW-620 read 108, 106, 107, 92, 108, 99, 43, 112, 111, 100, 87, 104

Profiles as entered above. Order of screens: HCC-2998	SNB-75	SNB-19	SW-620	SF-539	HCT-15	SF-295	HCT-116	KM12
Record of Clc1ccccc1/C=C/c1nn2c(-c3ccncc3)nnc2s1 → 101	105	100	108	98	96	98	96	110
Record of CCCCCCCCCCCCCCCCCCNC(=O)[C@H]1CSC(c2ccc(F)c(OC)c2)N1 (stereo not given in full) → -91*	nt	-40*	-74*	-62*	6.5*	31	-85*	-72*

Assay outcomes as filed in PubChem.
